High-throughput results deposited in PubChem by several laboratories.
MC4R antag cAMP = antagonists of human melanocortin 4 receptor (MC4R); P32245; MC4R-expressing cells, MTII-stimulated cAMP, LANCE TR-FRET; inhibition, % at 6.5 µM; actives 0.48% (n = 360,000); AID 540295;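 active means inhibition above its plate's cutoff, the mean of tested wells on that plate plus 3 SD, cut at about 29% in these data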;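 further: 0% = Melanotan II alone and 100% = Melanotan II plus saturating MCL0020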
Target sequence (P32245 whole entry, looked up): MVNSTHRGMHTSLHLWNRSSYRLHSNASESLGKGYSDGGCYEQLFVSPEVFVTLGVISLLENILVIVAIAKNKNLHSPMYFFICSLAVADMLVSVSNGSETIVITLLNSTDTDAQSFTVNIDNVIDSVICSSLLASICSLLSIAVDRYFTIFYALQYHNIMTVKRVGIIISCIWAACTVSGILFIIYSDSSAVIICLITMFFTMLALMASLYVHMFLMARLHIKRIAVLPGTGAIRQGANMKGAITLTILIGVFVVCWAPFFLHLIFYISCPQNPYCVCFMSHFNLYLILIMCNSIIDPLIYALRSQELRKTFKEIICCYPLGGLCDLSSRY
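Assay system: human MC4R-expressing U2OS cells; reagent: Melanotan II stimulation of cells; dosing: 6.5 µM single dose; timing: compound 30 min, challenge 1 h, detection 1 h; signal: TR-FRET cAMP assay; replicates: one well per compound, no replicates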
TLR9-MyD88 block = TLR9-MyD88 interaction inhibition | Q9NR96+Q99836 | CHO BLA complementation TLR9-MyD88, CCF4 FRET ratio | inhibition, % at 4.98 µM | actives 0.21% (n = 340,000);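 active means inhibition above the mean over all tested compounds plus 3 SD, cut at about 21% in these data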;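 further: 0% = DMSO only wells and 100% = clavulanate BLA inhibitor control wells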
aDG glyco up = alpha-DG glycosylation activation. Pro5-aDG cells, alpha-DG glycosylation AlphaScreen (IIH6); 0% Pro5, 100% B10-LARGE cell signal. activation, % at 10 µM. actives 0.22% (n = 360,000). AID 624168;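 active means activation of at least 8% versus controls, or a plate z-score of at least 8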;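 further: Pro5 are CHO cells carrying HIG-tagged alpha-DG that lacks glycosylation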
ABCB6 inh MLPCN = human ABCB6 transporter inhibition; Q9NP58; K562-ABCB6 porphyrin accumulation, flow cytometry, 1 h; stronger effect = lower value; fluorescence ratio to DMSO, % at 10 µM; actives 0.19% (n = 360,000); AID 602162;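 active means fluorescence ratio to DMSO below 75%, the collection mean minus 3 SD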;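 further: signal is porphyrin accumulated inside mitochondria; 100% equals median channel fluorescence of DMSO control wells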
NOD2-RIPK2 inh = NOD2-RIPK2 protein interaction inhibition; inhibition, % at 4.98 µM; CHO BLA complementation NOD2-RIPK2, CCF4 ratio; AID 624267; actives 0.38% (n = 360,000); in the data active means inhibition above about 21%;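 further: 0% = vehicle only and 100% = reference blocker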
Target sequence (O43353 whole entry, looked up): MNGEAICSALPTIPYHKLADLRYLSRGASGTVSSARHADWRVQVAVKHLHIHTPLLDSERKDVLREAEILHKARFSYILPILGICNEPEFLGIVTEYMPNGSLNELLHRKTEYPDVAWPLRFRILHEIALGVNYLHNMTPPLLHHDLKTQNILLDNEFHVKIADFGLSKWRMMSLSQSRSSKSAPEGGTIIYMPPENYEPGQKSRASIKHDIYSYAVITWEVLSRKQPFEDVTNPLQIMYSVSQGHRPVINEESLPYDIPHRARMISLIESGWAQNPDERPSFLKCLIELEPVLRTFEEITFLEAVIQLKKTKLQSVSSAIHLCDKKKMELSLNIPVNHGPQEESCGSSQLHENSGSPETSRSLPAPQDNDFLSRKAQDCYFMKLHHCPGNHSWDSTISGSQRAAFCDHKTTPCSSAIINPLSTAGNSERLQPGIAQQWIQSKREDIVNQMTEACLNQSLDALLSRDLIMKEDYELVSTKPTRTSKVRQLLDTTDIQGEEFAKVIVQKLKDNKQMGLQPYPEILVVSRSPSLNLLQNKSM
N-glyco inh = blocks N-linked glycosylation in D54 reporter cells. reporter increase, % at 12.5 µM. D54 ERlucT glycosylation luciferase reporter, 24 h; percent of 100 nM tunicamycin response. actives 0.23% (n = 360,000);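 active means mean luciferase reporter signal, scaled so untreated is 0 and the glycosylation-blocking control 100, at or above a set limit in every replicate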;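 further: luciferase carries N-glycosylation sites so blocking glycosylation raises the light; 0% = median of neutral control wells and 100% = median of 100 nM tunicamycin wells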
ABHD5 PLIN5 PPI = inhibitors of human ABHD5-perilipin-5 interaction. Q00G26+Q8WTS1. Split G. princeps luciferase complementation, luminescence, 4 h. inhibition, % at 4 µM. actives 0.78% (n = 360,000). AID 602281;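 active means inhibition above the mean inhibition across every tested compound plus 3 SD, cut at about 22% in these data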;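 further: 0% = DMSO only wells and the 100% control is not disclosed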
Exocytosis inh = blocks lytic granule exocytosis. TALL-104 LAMP-1 surface exposure, flow cytometry; cells stimulated with thapsigargin and PMA. inhibition, % at 10 µM. actives 0.66% (n = 360,000);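 active means inhibition above about 55%, limit read from the data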
MC4R barr agon = human MC4R agonism via beta-arrestin. P32245. U2OS MC4R beta-arrestin complementation, luminescence; percent of melanotan II response, DMSO zero. activation, % at 8.9 µM. actives 0.98% (n = 360,000). AID 540308;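 active means activation above a per-plate cutoff, the mean activation of sample wells on that plate plus 3 SD, cut at about 8% in these data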
Vif imaging = HIV Vif inhibition; HEK293T cells, Vif self-association by quenched fluorescence, imaging, 24 h; inhibition, % at 7.49 µM; actives 0.35% (n = 340,000); in the data active means inhibition above about 50%, passing the limit was not always enough; further: some results filed as inactive read as strong as hits
Starred values were filed as active, the others as inactive; . = not tested or not shown. These rows are one share of the data; count on the stated rates, not on these rows.

MC4R antag cAMP	TLR9-MyD88 block	aDG glyco up	ABCB6 inh MLPCN	NOD2-RIPK2 inh	N-glyco inh	ABHD5 PLIN5 PPI	Exocytosis inh	MC4R barr agon	Vif imaging	structure
12	8	0.3	90	-5	-2	1	-5	-2.2	15	CC(=O)NC(Cc1ccc(C(C)C)cc1)C(=O)NC1CCN(c2nc(C)cc(C)n2)CC1 (stereo unspecified)
-12	-5	-0.1	98	-2	0	2	5	1.7	-1	Cc1cccc2c1c(N=NC(N)=S)c(O)n2C1OC(CO)C(O)C(O)C1O (stereo unspecified)
5	-10	1.8	105	-3	0	1	2	1.8	-30	Cc1noc(C)c1CC(=O)N1CCCC(C(=O)c2ccc(C(C)(C)C)cc2)C1 (stereo unspecified)
11	-1	0.1	90	5	-1	2	0	-1.6	-4	CCCc1nnc(NC(=O)CCC(=O)N2CCCCC2CC)s1 (stereo unspecified)
15	-1	0.8	100	-4	0	4	-2	0.9	7	CCN(CC)C(=O)C(=O)Nc1ccc(F)c(Cl)c1
13	-5	-0.3	95	-4	0	6	1	-0.7	-3	CNc1c(NC(=O)C2CCC(C)CC2)c(=O)oc2ccccc12 (stereo unspecified)
7	4	-0.2	90	-3	-1	0	-8	-1.5	-8	COc1ccc(NC(=O)c2cc3ccccc3oc2=O)c(OC)c1
-1	1	0.0	92	-4	2	-8	2	-2.0	-19	CC1CCC(C(=O)NC(C(=O)N2CCc3ccccc3C2)C(C)C)CC1 (stereo unspecified)
-4	-12	-0.1	102	-1	5	-3	-4	-0.5	11	CCn1cnc2cc(NCc3ccncc3)ccc21
-9	-8	-0.3	104	-1	-1	-2	-1	2.8	.	Cc1ccc(C(c2sc3nc(C)nn3c2O)N2CCN(c3ccccc3F)CC2)cc1 (stereo unspecified)
1	4	0.2	96	-52	1	-1	5	-1.3	-2	Cc1cc(Nc2cccc(F)c2)n2c(n1)nc1ccccc12
-3	5	-0.1	96	-4	5	-6	-5	0.3	-1	C[C@H](O)C(=O)C1=Nc2c(nc(N)[nH]c2=O)NC1
12	2	0.0	105	0	1	-4	-5	-0.2	-3	CC1CN(S(=O)(=O)c2ccccc2)C(C)N1C(=O)N1CCOCC1 (stereo unspecified)
8	-5	0.1	96	-20	1	1	-3	-2.5	14	C/C(N)=C(/C#N)C(=O)CSc1nnc(C)n1-c1ccccc1
-5	-10	-0.1	88	-8	0	2	-5	-1.7	-7	COc1ccc(N=CC2=C(O)CCCC2=O)cc1
-5	-7	0.1	102	-4	1	-4	4	-0.5	17	CC(=O)NS(=O)(=O)c1ccc(NC(=O)/C=C/c2ccccc2Cl)cc1
19	3	0.2	101	4	2	3	11	-1.4	9	CC1CCc2cccc3c(O)cc(=O)n1c23 (stereo unspecified)
-7	-1	0.9	100	-1	2	-7	-2	-0.1	9	COc1ccc([N+](=O)[O-])cc1/C=N/NC(=O)Cc1ccccc1
3	1	0.1	98	-13	-1	-4	0	-1.4	-3	CC(C)c1ccc(NC2CCCN(C(=O)c3cc(C(C)C)nc(N)n3)C2)cc1 (stereo unspecified)
7	-5	0.4	92	0	3	2	-1	6.5	-4	Cc1ccc(/C=N/NC(=O)CC2N=C(Cc3ccccc3)NNC2=O)cc1 (stereo unspecified)
11	8	0.5	92	-6	3	-2	6	0.1	-2	Cc1ccc(-n2ncc3c(=O)n(Cc4cccnc4)cnc32)cc1
6	7	-0.1	101	12	1	2	0	-2.2	0	CCOc1ccc(-n2cnnn2)cc1S(=O)(=O)NC1CC1
10	-2	0.1	96	-1	-1	3	3	-0.4	-12	C=CCOc1ccccc1/C=C/C(=O)O
20	7	-0.2	100	-9	-7	-1	-3	-1.9	11	COc1ccccc1CNC(=O)[C@H](Cc1c[nH]c2ccccc12)NC(=O)[C@@H]1Cc2ccccc2CN1
5	-2	0.2	97	-7	1	-3	-2	-1.8	-13	COc1cc2c(cc1OC)CN(C(=O)CCNS(=O)(=O)c1ccc(Br)cc1)CC2
-3	8	0.3	97	1	1	3	0	-2.6	10	Cc1ccc2ccccc2c1NC(=O)CNCc1ccccc1
.	13	0.0	95	.	2	.	-4	.	-8	CCOc1ccc(C(=O)N2CCN(c3ncccn3)CC2)cc1
9	-3	0.1	94	0	0	-1	2	-2.2	-1	CC(=O)Nc1ccc(NC(=O)C(c2ccccc2)c2ccccc2)cc1
7	5	0.6	88	3	-7	0	-3	-2.6	.	COc1ccc(S(=O)(=O)N2CCOC23CCN(S(=O)(=O)c2c(C)cc(C)cc2C)CC3)cc1
-1	0	-0.1	97	-12	1	-3	-2	-1.5	0	COc1cc2nc(CCc3ccccc3)oc(=O)c2cc1OC
6	0	0.0	99	1	3	5	8	-1.5	0	O=C(NCc1cccs1)C1CCCN(S(=O)(=O)c2cccc3cccnc23)C1 (stereo unspecified)
0	5	-0.7	93	-1	-15	-11	29	7.0	-25	O=C(CC(O)(C(F)(F)F)C(F)(F)F)Nc1ccc(Cl)c(Cl)c1
14	-4	0.4	95	-5	3	-1	26	1.9	.	CC1CCN(C(=O)c2[nH]cnc2C(=O)Nc2ccccc2)CC1
14	3	0.7	93	-6	0	4	-1	0.5	-1	COc1ccc(C)cc1NC(=O)c1nc2nc(C)cc(C)n2n1
1	5	-0.2	93	-1	1	-1	5	-1.4	7	Cc1cccc(NS(=O)(=O)c2ccc([N+](=O)[O-])cc2)n1
16	-1	0.0	99	-3	-2	-3	10	-0.3	-15	O=C(NCCc1ccc([N+](=O)[O-])cc1)c1ccccc1
4	4	-0.2	105	-9	0	1	1	-1.3	.	Cc1ccc(C)c(C(=O)NCc2ccncc2)c1
-6	-6	-0.3	99	2	-2	1	9	-5.5	-1	C=CCN(C(=O)c1ccccn1)C(C(=O)NCc1ccccc1)c1ccccc1F (stereo unspecified)
8	3	-0.2	93	-3	-9	1	4	-1.2	0	CCOc1cc(/C=N\Nc2nc(Nc3ccccc3)nc(N3CCOCC3)n2)ccc1OC(=O)c1ccco1
10	-6	0.3	98	3	2	-6	-2	2.1	19	Cc1ccccc1Cn1cc(NC(=O)COc2ccccc2)cn1
18	3	-0.4	97	-5	4	-9	5	-1.5	6	CCOC(=O)c1c(NC(=S)Nc2ccccc2)sc2c1CCCCC2
11	-7	0.7	93	-6	-17	1	-3	-2.8	0	CC1CCN(C(=O)c2cc3c(ccc4ccccc43)o2)CC1
4	14	-0.1	102	2	1	5	-3	-1.1	-2	CC(C)(C)OC(=O)NCCC(=O)N/N=C/c1cccc2nccnc12
-4	-1	0.0	101	-3	-2	3	-1	-0.3	12	O=C(c1cccnc1Nc1ccccc1F)N1CCOCC1
12	4	0.1	93	-7	6	0	14	-2.5	-8	O=C(Nc1ccc(F)c(F)c1)c1oc2ccccc2c1NC(=O)C1CCCO1 (stereo unspecified)
16	0	0.4	103	-8	1	-17	-4	-0.8	4	COC(=O)c1ccc(-c2nc(O)c(C)s2)cc1
3	11	-0.2	91	0	1	-2	2	-1.6	12	CCn1cc(CN2CCC(n3nccc3NC(=O)CCCc3ccccc3)CC2)c(C)n1
1	6	-0.2	107	-2	0	-4	-9	-4.0	-4	COCCNC(=O)C(=O)NCC1OCCN1S(=O)(=O)c1ccc(C)cc1 (stereo unspecified)
.	.	-0.3	98	-8	.	8	0	.	.	Cc1ccc(S(=O)(=O)N2CCC(=O)N([C@H](COCc3cccc(C(F)(F)F)c3)C(C)C)CC2)cc1
-10	5	0.0	101	5	3	-3	0	-3.1	4	O=C(O)CS(=O)CC(=O)Nc1cccc(C(F)(F)F)c1 (stereo unspecified)
6	-8	-0.1	109	-10	3	1	-2	-1.6	-3	Cc1cccc2[nH]c(CN(C)C(=O)C3CCC(=O)N(C4CC4)C3)nc12 (stereo unspecified)
17	1	0.1	100	3	1	3	2	-2.1	-1	O=C(COC(=O)CNC(=O)c1ccc(Cl)cc1Cl)NCC1CCCO1 (stereo unspecified)
4	-4	0.2	99	-8	1	-7	2	-0.1	1	CNC(=S)N/N=C/c1c(C)cccc1Cl
4	3	0.1	100	3	2	-1	1	-3.4	9	Cc1ccc(-n2nc3c(c2NC(=O)C2CC2)CS(=O)(=O)C3)cc1C
10	-5	-0.1	96	-20	7	5	5	1.3	-7	COc1cc(/C=N\Nc2nc3ccccc3o2)cc(OC)c1OC

By substructure, those above containing an aryl methoxy group.
MC4R antag cAMP	TLR9-MyD88 block	aDG glyco up	ABCB6 inh MLPCN	NOD2-RIPK2 inh	N-glyco inh	ABHD5 PLIN5 PPI	Exocytosis inh	MC4R barr agon	Vif imaging	structure
7	4	-0.2	90	-3	-1	0	-8	-1.5	-8	COc1ccc(NC(=O)c2cc3ccccc3oc2=O)c(OC)c1
-5	-10	-0.1	88	-8	0	2	-5	-1.7	-7	COc1ccc(N=CC2=C(O)CCCC2=O)cc1
-7	-1	0.9	100	-1	2	-7	-2	-0.1	9	COc1ccc([N+](=O)[O-])cc1/C=N/NC(=O)Cc1ccccc1
20	7	-0.2	100	-9	-7	-1	-3	-1.9	11	COc1ccccc1CNC(=O)[C@H](Cc1c[nH]c2ccccc12)NC(=O)[C@@H]1Cc2ccccc2CN1
5	-2	0.2	97	-7	1	-3	-2	-1.8	-13	COc1cc2c(cc1OC)CN(C(=O)CCNS(=O)(=O)c1ccc(Br)cc1)CC2
7	5	0.6	88	3	-7	0	-3	-2.6	.	COc1ccc(S(=O)(=O)N2CCOC23CCN(S(=O)(=O)c2c(C)cc(C)cc2C)CC3)cc1
-1	0	-0.1	97	-12	1	-3	-2	-1.5	0	COc1cc2nc(CCc3ccccc3)oc(=O)c2cc1OC
14	3	0.7	93	-6	0	4	-1	0.5	-1	COc1ccc(C)cc1NC(=O)c1nc2nc(C)cc(C)n2n1
10	-5	-0.1	96	-20	7	5	5	1.3	-7	COc1cc(/C=N\Nc2nc3ccccc3o2)cc(OC)c1OC
